RGS4-Gao reg: modulators of RGS4 binding to Galphao, primary screen, biochemical, multiplexed bead flow cytometry | actives lie on both sides | binding response (% of control), % at 10 µM | hit rate 0.33% among 220,000 | Guanine nucleotide-binding protein G(o) subunit alpha (Homo sapiens), P09471; in the data active = binding response below about 49% or above about 150%; inactive = in between;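 note: fluorescent Galphao activated with aluminum fluoride binding bead-coupled RGS4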
Target sequence (P09471 whole entry, looked up): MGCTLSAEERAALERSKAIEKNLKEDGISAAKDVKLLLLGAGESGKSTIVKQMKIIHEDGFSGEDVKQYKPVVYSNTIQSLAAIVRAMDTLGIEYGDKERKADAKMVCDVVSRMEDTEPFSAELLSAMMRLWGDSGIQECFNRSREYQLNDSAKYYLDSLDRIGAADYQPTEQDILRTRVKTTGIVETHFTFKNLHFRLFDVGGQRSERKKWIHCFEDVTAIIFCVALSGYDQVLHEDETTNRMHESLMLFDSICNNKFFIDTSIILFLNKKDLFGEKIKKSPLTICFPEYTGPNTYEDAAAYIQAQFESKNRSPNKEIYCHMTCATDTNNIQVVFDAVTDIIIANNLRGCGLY
Bfl-1 Bim block: inhibitors of Bim binding to Bfl-1, primary screen, biochemical, multiplexed, bead-based flow cytometry | inhibition, % at 10 µM | AID 1008, 2008 | hit rate 0.12% among 190,000 | Bim-Bfl-1 binding inhibition;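 note: 0% = wells without compound plus tracer and 100% = blocker peptide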
RGS8-Gao reg: RGS8-Galphao binding modulators, primary screen, biochemical, multiplexed bead flow cytometry; actives lie on both sides; response (percent of control binding), % at 10 µM; Guanine nucleotide-binding protein G(o) subunit alpha (Homo sapiens), P09471; AID 1423, 2008; hit rate 0.34% among 220,000; in the data active = response below about 60% or above about 140%; inactive = in between;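 note: Galphao activated as the GDP aluminium fluoride complex binding bead-coupled RGS8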
Bcl-XL Bim block: inhibitors of Bim-Bcl-XL binding, primary screen, biochemical, multiplexed, bead flow cytometry, human Bcl-XL | Bim peptide-Bcl-XL binding, fluorescence | inhibition, % at 10 µM | hit rate 0.04% among 190,000
Mcl-1 Bim block: inhibitors of Bim peptide binding to Mcl-1, primary screen, biochemical, bead-based flow cytometry, multiplex; Induced myeloid leukemia cell differentiation protein Mcl-1 (Homo sapiens), Q07820; inhibition, % at 10 µM; AID 1009, 2008; hit rate 0.1% among 190,000; Bim peptide-Mcl-1 binding;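 note: 0% = no compound tracer wells and 100% = peptide blocker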
GSH bead fluor: compound fluorescence on glutathione beads, profiling panel, artefact control, biophysical, 488/530 nm, flow cytometry; GSH beads flow cytometry, compound fluorescence 488/530 nm; hits give high values; AID 1776, 2009; hit rate 0.25% among 190,000; fluorescence (KMESF) at 10 µM; in the data active = fluorescence above about 89;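 note: glutathione beads carrying GST-tagged Bcl family fusion proteins plus one bare bead set; values are compound well signal with DMSO vehicle wells as background; inactives centre near 16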
Bim-Bcl-2: inhibitors of Bim-Bcl-2 binding, primary screen, biochemical, multiplexed, human Bcl-2 family | AID 950, 2007 | Apoptosis regulator Bcl-2 (Homo sapiens), P10415 | hit rate 0.06% among 190,000 | Bead-based flow cytometry, Bim peptide-Bcl-2 binding | inhibition, % at 10 µM; in the data active = inhibition above about 40%; inconclusive = no clear call, values can overlap the other calls;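 note: 0% = no compound wells with probe peptide and 100% = reference peptide inhibitor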
Target sequence (P10415 whole entry, looked up): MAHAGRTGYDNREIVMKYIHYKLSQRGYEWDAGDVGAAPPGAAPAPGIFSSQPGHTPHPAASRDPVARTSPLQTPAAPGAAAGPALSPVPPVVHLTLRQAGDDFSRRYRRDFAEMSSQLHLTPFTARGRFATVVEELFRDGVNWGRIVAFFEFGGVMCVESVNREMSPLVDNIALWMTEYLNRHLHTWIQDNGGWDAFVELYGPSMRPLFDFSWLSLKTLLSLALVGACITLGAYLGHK
Mcl1 Bid PPI: Mcl-1/Bid binding inhibitors, primary screen, biochemical, TR-FRET, 1536-well. TR-FRET Mcl-1/Bid-Dy647 peptide binding. inhibition, % at 21.7 µM. hit rate 0.97% among 220,000. AID 1021, 2008;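 active = compounds that cut the binding signal by more than half at the single screening dose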;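 note: His-tagged Mcl-1 with europium anti-His antibody binding Bid BH3 peptide; 0% = Mcl-1 plus peptide wells and 100% = peptide-only wells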
RGS7-Gao: RGS7-Galphao binding modulators, primary screen, biochemical, multiplexed bead flow cytometry; actives lie on both sides; hit rate 0.35% among 220,000; Guanine nucleotide-binding protein G(o) subunit alpha (Homo sapiens), P09471; binding response (% of control), % at 10 µM; in the data active = binding response below about 49% or above about 150%; inconclusive = no clear call, values can overlap the other calls; inactive = in between;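 note: fluorescent Galphao held in activated GDP-AlF4 state binding bead-coupled RGS7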
Bim-Bcl-B: inhibitors of Bim-Bcl-B binding, primary screen, biochemical, multiplexed, human Bcl-2 family | bead-based flow cytometry, Bim peptide-Bcl-B binding | Bcl-2-like protein 10 (Homo sapiens), Q9HD36 | hit rate 0.073% among 190,000 | inhibition, % at 10 µM;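 note: 0% = tracer peptide without compound and 100% = reference inhibitor peptide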
Target sequence (Q9HD36 whole entry, looked up): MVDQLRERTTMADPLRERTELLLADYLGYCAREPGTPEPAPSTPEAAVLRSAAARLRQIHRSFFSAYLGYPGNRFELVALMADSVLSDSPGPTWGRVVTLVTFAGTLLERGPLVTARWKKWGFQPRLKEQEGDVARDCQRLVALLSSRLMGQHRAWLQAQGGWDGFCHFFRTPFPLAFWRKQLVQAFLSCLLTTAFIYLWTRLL
Bim-Bcl-W: inhibitors of Bim binding to Bcl-W, primary screen, biochemical, multiplexed, bead-based flow cytometry. hit rate 0.02% among 190,000. Bim peptide-Bcl-W binding. AID 952, 2007. inhibition, % at 10 µM. Bcl-2-like protein 2 (Homo sapiens), Q92843;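 note: 0% = bound tracer without compound and 100% = peptide blocker; higher means less fluorescent Bim peptide bound to Bcl-W beads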
Target sequence (Q92843 whole entry, looked up): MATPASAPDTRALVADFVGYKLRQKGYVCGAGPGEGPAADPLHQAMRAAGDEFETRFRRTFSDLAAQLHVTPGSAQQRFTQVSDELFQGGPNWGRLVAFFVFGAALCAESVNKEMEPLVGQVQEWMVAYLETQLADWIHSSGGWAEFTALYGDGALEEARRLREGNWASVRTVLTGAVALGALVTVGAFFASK
Numbers without * were called inactive; u = inconclusive. Cut-off read from the data, not from the text of the source, unless noted: active = inhibition above about 40%. Rows were taken by chance, and some 1.8% of all compounds hit somewhere here.

SMILES	RGS4-Gao reg	Bfl-1 Bim block	RGS8-Gao reg	Bcl-XL Bim block	Mcl-1 Bim block	GSH bead fluor	Bim-Bcl-2	Mcl1 Bid PPI	RGS7-Gao	Bim-Bcl-B	Bim-Bcl-W
O=C(c1ccccc1-c1ncc[nH]1)N1CCc2c([nH]c3ccccc23)C1c1ccccn1 (stereo not drawn)	97.7	-3.0	100.3	0.0	0.0	8	3.0	-31.0	97.5	2.0	3.0
COc1ccc(C2C(C#N)=C(N)OC3=C2C(=O)CC(C)(C)C3)cc1Cn1cc([N+](=O)[O-])cn1 (stereo not drawn)	91.4	-2.0	101.5	-1.0	11.0	11	0.0	-14.2	94.3	-3.0	7.0
O=[N+]([O-])c1ccc(OCc2cnc(Cl)s2)cc1	99.0	-5.0	98.9	0.0	0.0	12	-3.0	-24.7	102.1	-4.0	2.0
O=[N+]([O-])c1ccc(N2CCN(S(=O)(=O)c3ccccc3)CC2)c2cccnc12	132.4	-6.0	130.3	0.0	-1.0	14	-3.0	2.0	133.9	-6.0	-1.0
Cc1cc(C)cc(-n2cc[nH]c2=S)c1	96.0	9.0	91.7	-1.0	-12.0	3	3.0	-28.3	102.7	-32.0	0.0
Cc1cc(C)n(-c2ccc(Cl)c(C(=O)O)n2)n1	98.6	-4.0	99.5	0.0	1.0	4	-3.0	-48.4	96.7	-1.0	1.0
COc1ccc(C)cc1NC(=O)COC(C)=O	99.2	-14.0	100.8	-3.0	-1.0	39	-8.0	-50.9	99.3	-5.0	3.0
O=C1N=c2ccccc2=C1c1[nH]c(=S)[nH]c1O	100.4	4.0	98.5	-2.0	-4.0	9	2.0	-24.0	103.6	-2.0	-3.0
Cc1cc(C)c(/C([O-])=C(/C(=S)Nc2ccc(SC(F)F)cc2)[n+]2ccccc2)cc1C	98.9	0.0	99.3	-3.0	-2.0	16	-5.0	-65.2	u	-15.0	-3.0
CCN(CC)c1ccc(NC(=O)C2CC3CCC2C3)cc1 (stereo not drawn)	89.0	-5.0	91.4	-6.0	0.0	33	-6.0	9.4	88.6	-10.0	2.0
CCOC(=O)C1C(=O)C=C(c2ccc(C)cc2)CC1c1ccco1 (stereo not drawn)	97.3	10.0	100.5	3.0	5.0	8	11.0	-23.8	100.4	6.0	6.0
COC(=O)c1ccccc1COn1c(=O)c(C)[n+]([O-])c2ccccc21	99.1	0.0	101.2	0.0	-4.0	16	-5.0	-0.8	99.9	-4.0	-2.0
CCc1ccc(C(=O)N2CCC(c3nc4ccccc4s3)CC2)cc1	95.5	0.0	97.4	-1.0	-1.0	19	0.0	-1.3	94.8	0.0	-1.0
CC1CCC2(CC1)NC(=O)N(Cc1cccc(C(F)(F)F)c1)C2=O (stereo not drawn)	102.0	-1.0	102.9	1.0	2.0	16	0.0	2.6	102.0	-2.0	4.0
CCCn1c(SCC(=O)Nc2ccc(OC)cc2[N+](=O)[O-])n[nH]c1=O	105.1	-3.0	100.6	-1.0	-1.0	14	0.0	-37.6	101.0	0.0	-2.0

By substructure: the entries above with four or more nitrogen atoms
SMILES	RGS4-Gao reg	Bfl-1 Bim block	RGS8-Gao reg	Bcl-XL Bim block	Mcl-1 Bim block	GSH bead fluor	Bim-Bcl-2	Mcl1 Bid PPI	RGS7-Gao	Bim-Bcl-B	Bim-Bcl-W
O=C(c1ccccc1-c1ncc[nH]1)N1CCc2c([nH]c3ccccc23)C1c1ccccn1 (stereo not drawn)	97.7	-3.0	100.3	0.0	0.0	8	3.0	-31.0	97.5	2.0	3.0
COc1ccc(C2C(C#N)=C(N)OC3=C2C(=O)CC(C)(C)C3)cc1Cn1cc([N+](=O)[O-])cn1 (stereo not drawn)	91.4	-2.0	101.5	-1.0	11.0	11	0.0	-14.2	94.3	-3.0	7.0
O=[N+]([O-])c1ccc(N2CCN(S(=O)(=O)c3ccccc3)CC2)c2cccnc12	132.4	-6.0	130.3	0.0	-1.0	14	-3.0	2.0	133.9	-6.0	-1.0
CCCn1c(SCC(=O)Nc2ccc(OC)cc2[N+](=O)[O-])n[nH]c1=O	105.1	-3.0	100.6	-1.0	-1.0	14	0.0	-37.6	101.0	0.0	-2.0

More entries follow.
SMILES	RGS4-Gao reg	Bfl-1 Bim block	RGS8-Gao reg	Bcl-XL Bim block	Mcl-1 Bim block	GSH bead fluor	Bim-Bcl-2	Mcl1 Bid PPI	RGS7-Gao	Bim-Bcl-B	Bim-Bcl-W
COc1ccc(NC(=S)Nc2ncccc2C)c(OC)c1	100.1	9.0	98.2	-3.0	-7.0	7	-2.0	-49.2	98.4	-6.0	0.0
CCOC(=O)c1cc2sc(C)cc2n1CC(=O)NCc1ccc(F)cc1	100.4	-1.0	106.5	-3.0	-3.0	17	-2.0	-7.9	101.0	0.0	2.0
CCC(=O)c1ccc(Oc2ccc(C(=O)c3ccc(C)cc3)cc2[N+](=O)[O-])cc1	102.4	-1.0	96.6	-4.0	-3.0	19	0.0	4.2	96.7	-4.0	-3.0
C=C(C)COc1ccc(-c2n[nH]c(C)c2-c2ccccc2)c(O)c1	93.8	-6.0	98.1	-2.0	2.0	8	-4.0	18.5	93.3	-3.0	6.0
CC(=O)COc1cc(C)cc2oc(=O)cc(-c3ccccc3)c12	95.5	-1.0	95.1	0.0	0.0	10	1.0	-16.5	u	0.0	0.0
COC(=O)CNC(=O)COC(=O)c1ccc(OC)c([N+](=O)[O-])c1	100.5	-1.0	99.5	-4.0	-5.0	12	-3.0	-11.8	102.7	-4.0	-3.0
CCN(CC)C(=O)CSc1nc(-c2ccco2)cc(C(F)(F)F)c1C#N	96.7	-2.0	95.7	-5.0	-3.0	12	0.0	6.7	94.4	-7.0	-5.0
CN(C)c1ccc2c3c(cccc13)C(=O)N(c1ccccc1)C2=O	104.8	-6.0	104.5	-2.0	-2.0	16	0.0	-13.9	103.0	-6.0	-1.0
CC1CCN(S(=O)(=O)c2cc([N+](=O)[O-])ccc2Cl)CC1	87.0	-2.0	74.7	2.0	-1.0	14	-7.0	13.5	84.2	2.0	-1.0
CNCCCOc1cc(C)cc(C)c1C	102.3	-6.0	104.2	-1.0	-3.0	25	-4.0	6.7	102.7	-5.0	-2.0
CC1(C)CC(=O)C=C(Nc2cccc(O)c2)C1	102.7	-8.0	102.0	-3.0	0.0	28	-11.0	-36.0	103.9	-6.0	0.0
CCc1ccc(N(C(=O)c2csnn2)C(C(=O)NC(C)(C)C)c2ccncc2)cc1 (stereo not drawn)	105.1	0.0	104.4	-5.0	-5.0	15	-3.0	-17.6	105.8	-5.0	-3.0
CCCCc1nc2c(=O)[nH]c3ccccc3c2o1	100.7	-1.0	97.8	0.0	3.0	14	-3.0	-31.5	99.6	-1.0	1.0
O=C(CN1CCOCC1)Nc1nc2cc([N+](=O)[O-])ccc2s1	104.0	-4.0	97.7	-7.0	0.0	10	-1.0	-30.2	97.0	-10.0	-6.0
O=C(CSc1nc(-c2cccs2)cc(C(F)(F)F)n1)Nc1cc(OCC(F)(F)C(F)F)cc([N+](=O)[O-])c1	101.5	5.0	106.3	-7.0	-8.0	10	3.0	-12.4	95.2	-4.0	-4.0
O=c1[nH]c2ccccc2cc1-c1noc(-c2cccnc2)n1	102.7	0.0	102.3	0.0	-1.0	12	-1.0	-7.5	102.3	2.0	1.0
CCCc1cc2c(=O)c(-c3ccccn3)coc2cc1OC	101.7	-1.0	103.0	-4.0	-3.0	12	-3.0	6.0	101.9	-2.0	-1.0
O=C(O)/C=C/c1cccc(OCc2ccccc2)c1	103.8	0.0	102.8	-2.0	0.0	19	2.0	4.3	101.5	-1.0	-5.0
CCN(Cc1ccccc1)C(c1cc2ccc(C)cc2[nH]c1=O)c1nnnn1CCOC (stereo not drawn)	101.2	-5.0	97.2	2.0	3.0	23	2.0	-9.2	100.2	0.0	5.0
O=C(CSc1nc2ccccc2[nH]1)NCCCn1ccnc1	105.6	-7.0	102.4	-11.0	-2.0	13	-9.0	-1.4	102.9	-10.0	-5.0
Cc1nc(NCc2ccco2)[nH]c(=O)c1CCC(C)C	108.7	-7.0	104.7	-12.0	0.0	27	-2.0	-3.6	102.4	-2.0	-1.0
C=CCN(C(=O)Cn1c(C(=O)OC)cc2oc(C)cc21)c1ccccc1	100.5	0.0	111.7	3.0	0.0	21	4.0	-34.1	105.4	2.0	3.0
Cc1ccc(-c2c(C)n([O-])c3c([n+]2=O)CCCCC3)cc1	104.1	-2.0	106.0	-5.0	-3.0	12	-1.0	-21.5	103.3	-7.0	-2.0
COc1ccc(CCN2CNc3c(c(=O)n(C)c(=O)n3C)C2)cc1OC	100.5	-16.0	101.0	-12.0	-10.0	25	-13.0	5.0	102.6	-7.0	-12.0
CCC(=O)NC(=S)Nc1ccc(-c2nc3ccccc3s2)cc1	102.4	-15.0	99.6	5.0	-2.0	27	-13.0	9.6	99.9	-10.0	-1.0
O=C(NCc1ccco1)/C(=C/c1cccc(C(F)(F)F)c1)c1nc2ccccc2[nH]1	100.1	0.0	100.4	-2.0	-1.0	11	-3.0	15.1	102.6	-4.0	-2.0
COc1cccc(C2Nc3cc(Cl)c(S(N)(=O)=O)cc3S(=O)(=O)N2)c1 (stereo not drawn)	95.7	-9.0	95.8	1.0	10.0	9	-5.0	-21.2	96.8	-6.0	4.0
CC(NC(=O)COC(=O)c1cc(=O)[nH]c2ccccc12)c1ccccc1 (stereo not drawn)	99.1	-3.0	101.2	0.0	3.0	11	1.0	-0.7	98.4	-2.0	3.0
Cc1cc2nnn(-c3nnc(-c4ccccc4)c4ccccc34)c2cc1C	102.0	-10.0	103.6	-8.0	-4.0	27	-10.0	4.8	100.2	-9.0	1.0
CC(=O)c1c(C)[nH]c(C(=O)OCC(=O)N(C)C)c1C	90.5	-3.0	98.2	0.0	-1.0	10	-2.0	-34.6	91.7	-1.0	-4.0
COc1cc(/C=C/C(=O)OCC(=O)c2c(N)n(C)c(=O)n(C)c2=O)ccc1O	98.0	-2.0	97.7	3.0	8.0	13	-1.0	-17.5	98.6	-2.0	5.0
